Lipid storage S3: qHTS Assay for Lipid Storage Modulators in Drosophila S3 Cells; Drosophila S3 cells, BODIPY lipid droplet fluorescence, 18-24 h; cells fed with added oleic acid; lipid storage change, negative = inhibition, % at the top dose, mostly 46.1 µM; hits show Potency in µM; hit rate 0.64% among 320,000; active means well fitted inhibition curve with a large enough effect in the signal ratio, with a control signal flat, not every such curve was filed as active; inconclusive means small, poorly fitted or top-dose-only effect, or effect the other way, or a change in a side signal; the % refers to the signal ratio
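Drosophila S3 cells loaded with oleic acid (400 uM, as added) and compounds at several concentrations; lipid droplets imaged by 488-nm laser-scanning cytometry, 500–530 nm intensity and object ratio to cell channel. Percent activity normalized to 20 uM Triacsin C.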
Lipid storage S3 cell count max: recorded beside Lipid storage S3, whose call it bears; cell number change, %; measured here: cell count max response;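 cells counted by Cell Tracker Red CMTPX staining in the red channel; peak over a dose series mostly up to 46.1 µM; percent activity relative to internal control wells on each plate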
Active calls of the source: *; i = inactive; ? = inconclusive; nt = no result given. On the % scale 0 is the no-effect control and ±100 the full control effect; potency means the concentration at half of the fitted maximal effect. This is a subset, so the mix of outcomes need not match the whole.

SMILES	Lipid storage S3	Lipid storage S3 cell count max
CCC1CCCCN1C(=O)c1ccc2c(c1)C(=O)N(c1ccc(C)cc1)C2=O (stereo not given)	i	-16.7
O=C1CN(C(=O)COC(=O)CCC(=O)c2ccc3c(c2)OCCO3)c2ccccc2N1	i	9.4
O=C(O)CCSc1nc2ccccc2n1-c1ccccc1	?	nt
COc1ccc(C(=O)C2CCCN(Cc3cnc(N4CCOCC4)s3)C2)c(OC)c1 (stereo not given)	-4.8%	7.0
COc1cccc(NC(=O)CN(C)C(=O)CNC(=O)c2ccccc2F)c1	?	nt
CC1CN(C2=N/C(=C/c3ccc4c(c3)OCO4)C(=O)N2)CC(C)O1 (stereo not given)	4.8%	-0.8
CC1CC(=S)Nc2ccccc2N1Cc1ccccc1 (stereo not given)	?	nt
COc1ccc(/C=N/NC(=O)Cn2cnc3c2c(=O)n(C)c(=O)n3C)cc1	-1.2%	9.2
COc1ccc(CC(=O)NCc2n[nH]c(=S)n2-c2ccc(Br)cc2)cc1	?	nt
COc1ccccc1Cn1c(SCC(N)=O)nc2c(oc3ccccc32)c1=O	?	nt
CC(C)Cc1ccc(S(=O)(=O)N2CCN(c3ccccn3)CC2)cc1	?	nt
C1=C(c2ccccc2)CCN(c2nc3ccccc3n3cnnc23)C1	?	nt
CC(CNCC1CCCO1)COc1ccccc1 (stereo not given)	?	nt
COc1cc([N+](=O)[O-])cc(/C=N/NC(=O)C(C)Nc2cccc(C)c2)c1O (stereo not given)	-12.1%	-1.0
O=C(NCc1ccco1)C(c1ccncc1)N(C(=O)Cc1cccs1)c1ccccc1 (stereo not given)	-12.8%	-10.2
CCOC(=O)c1cc(C(C)(C)C)nc(SC)c1C#N	7.0%	14.3
COc1cc(CN2CCCCC2C(=O)Nc2ccc(Oc3ccccc3)nc2)ccc1O (stereo not given)	i	nt
CCCCC1(C(=O)OCC)NC(c2ccc(O)cc2)C2C(=O)N(c3ccccc3)C(=O)C21 (stereo not given)	?	nt
COc1ccc(/C=C/C(=O)N(Cc2cccs2)C2CCS(=O)(=O)C2)cc1 (stereo not given)	?	nt
NCCSSCCN	-18.3%	-17.4
Cc1cc(Cl)c2oc(C(=O)N(C)CCc3cnn(C)c3)c(C)c2c1	i	-0.3
COc1ccccc1NC(=O)c1ccc(NC(=O)CN(C)Cc2ccccc2F)cc1	-2.7%	29.1
O=C(Nc1ccc2nc3n(c(=O)c2c1)CCCCC3)c1cc([N+](=O)[O-])ccc1F	?	nt
Cc1ccc(C(C)(C)C)cc1S(=O)(=O)Nc1cccc(S(=O)(=O)NC2=NCCC2)c1	-3.1%	-7.2
CCOc1ccc(/C=N/NC(=O)c2nnn(-c3nonc3N)c2-c2ccc(OCC)cc2)cc1	?	nt
CCC(=O)N1CCc2cc(S(=O)(=O)CCC(=O)N(C)c3ccc(OC)cc3OC)ccc21	i	9.2
O=c1c2ccccc2nc(N/N=C/c2ccc(O)cc2)n1O	?	nt
COc1ccc(S(=O)(=O)N(C)CC(=O)NCc2ccco2)cc1	-6.6%	4.0
O=C(C1CCN(CCCc2ccccc2)CC1)N(CCc1ccccc1)Cc1ccccc1	?	nt
Cc1ccc(F)cc1NC(=O)Cc1ncc(C(F)(F)F)cc1Cl	0.2%	nt
O=C(C1CCC1)N1CCN(c2cccc(C(F)(F)F)c2)CC1	?	nt
O=C(NCCN1C(=O)S/C(=C\c2cccs2)C1=O)c1ccco1	?	nt
CCCCc1nc(N2CCOCC2)c(C#N)c2c1COC(C)(C)C2	?	nt
CCOC(=O)c1c(NC(=O)c2ccc(N3C(=O)[C@@H]4[C@H](C3=O)[C@H]3C=C[C@@H]4C3)cc2)sc2c1CC(C)CC2 (stereo not given in full)	18.7%	11.9
CCN(CC(=O)Nc1ccc2c(c1)OCCO2)C(=O)c1cc(Cl)nc2ccccc12	?	nt
CC(C)(C)c1ccc(/C=N/NC(=O)C2CCCC2)cc1	i	-15.9
CCCc1nnc(NC(=O)CCC(=O)N2CCN(Cc3cc(F)ccc3OC)CC2)s1	-11.6%	nt
Nc1c(-c2cccc(Cl)c2)cnn1-c1ccccc1	?	nt
Nc1cccc(NP(=O)(c2ccccc2)c2ccccc2)c1	1.9%	22.7
CC/C(=N/Nc1ccccc1)c1cnnc(-c2ccccc2)n1	-8.0%	-13.6

One compound at a time, from the list above. Screens in order: Lipid storage S3, Lipid storage S3 cell count max
COc1ccc(S(=O)(=O)N(C)CC(=O)NCc2ccco2)cc1 across the screens: -6.6%, 4.0
COc1ccccc1NC(=O)c1ccc(NC(=O)CN(C)Cc2ccccc2F)cc1 across the screens: -2.7%, 29.1
CC/C(=N/Nc1ccccc1)c1cnnc(-c2ccccc2)n1 across the screens: -8.0%, -13.6
CCOc1ccc(/C=N/NC(=O)c2nnn(-c3nonc3N)c2-c2ccc(OCC)cc2)cc1 across the screens: ?, nt
CC(C)(C)c1ccc(/C=N/NC(=O)C2CCCC2)cc1 across the screens: i, -15.9

Additional records.
SMILES	Lipid storage S3	Lipid storage S3 cell count max
CCOC(=O)CNC1CC(=O)N(c2ccc(Br)cc2)C1=O (stereo not given)	1.7%	-17.7
COc1cccc(/C=C/C(=O)Oc2ccc(C(=O)c3ccc(F)cc3)cc2)c1	7.3%	0.7
COC(=O)C1=C(CS(=O)(=O)c2ccccc2)NC(=O)NC1c1ccc(OC)c(OC)c1 (stereo not given)	?	nt
Cc1cc(-c2c(C)[nH]n(-c3ccc(Cl)cc3)c2=O)n(-c2ccccc2)n1	?	nt
CCOC(=O)N1CCN(C(=O)c2cn(CC)c3cc(N4CCN(C)CC4)c(F)cc3c2=O)CC1	3.2%	-0.2
COc1cc2ccccc2cc1C(=O)Nc1ccc(N2CCN(C(=O)C(C)C)CC2)cc1	i	-6.8
COC(CNC(=O)c1cnn2c(C)c(Cc3ccccc3)c(C)nc12)OC	3.0%	0.7
CCCCc1c(O)nc(SCC(=O)c2ccccc2)n(-c2ccccc2C)c1=O	2.1%	4.8
Cc1nc2ncnn2c(N2CCN(C(=O)c3cccc(F)c3)CC2)c1Cc1ccccc1	?	nt
O=C(COc1ccccc1Cl)NC1CC1	-4.6%	6.6
COc1ccc(CN2CCc3ccccc3C2)c(OC)c1	-4.3%	22.6
CCn1c(SCC(=O)Nc2ccc(S(N)(=O)=O)cc2)nnc1-c1cccc(OC)c1	13.7%	-0.7
S=C(NCc1ccc(Cl)c(Cl)c1)NCc1ccco1	?	nt
COc1ccc(-c2nc(C)sc2C)cc1	?	nt
CCOC(=O)c1ccc(N2C(=O)CC(N3CCC(O)(c4ccc(Br)cc4)CC3)C2=O)cc1 (stereo not given)	?	nt
Cc1c(C(=O)NCCN2CCOC2=O)oc2c(F)cccc12	?	nt
Cn1c(=O)c2c(ncn2CC(=O)OCC(=O)NCc2ccccc2Cl)n(C)c1=O	?	nt
O=C(CSc1nnc(NC2CCCCC2)s1)Nc1ccc(N2CCOCC2)cc1	-5.7%	7.1
CC(CNC(=O)C1CCCCC1C(=O)O)c1ccccc1 (stereo not given)	?	nt
O=C(C1CCC1)N1CCc2cc(S(=O)(=O)NCCN3CCN(c4ccccc4F)CC3)ccc21	12.4%	-11.5

The last 2 compounds of the part before come first, to join the parts:
SMILES	Lipid storage S3	Lipid storage S3 cell count max
CC(CNC(=O)C1CCCCC1C(=O)O)c1ccccc1 (stereo not given)	?	nt
O=C(C1CCC1)N1CCc2cc(S(=O)(=O)NCCN3CCN(c4ccccc4F)CC3)ccc21	12.4%	-11.5
Cc1cc(C(F)F)n2nc(C(=O)Nc3ccccc3Br)nc2n1	?	nt
CN(C)CCN(Cc1ccccc1)S(=O)(=O)c1csc(C(N)=O)c1	?	nt
CCOc1ccccc1/C=c1\sc2ncnn2c1=O	-15.5%	nt
COc1ccccc1N1CCN(C(=O)N2CCOCC2)CC1	11.5%	-15.5
O=C(NCc1ccc2c(c1)OCO2)c1cc(-c2ccccc2)c(N2CCOCC2)s1	i	-18.3
CCc1ccc(N(C(=O)CCC(=O)Nc2cc(C)on2)C(C(=O)NC(C)(C)C)c2ccc(OC)cc2)cc1 (stereo not given)	?	nt
Oc1c(Br)cc(C2N=C(c3ccccc3)NO2)cc1Br (stereo not given)	-4.6%	2.0
COc1ccc(-n2nc(C(=O)NCC(=O)N3CCCC3)c3ccccc3c2=O)c(OC)c1	i	7.4
CCS(=O)(=O)c1ccc2oc(Nc3cc(C)cc(C)c3)nc2c1	12.8%	-8.6
CCn1cc(CNC(=O)c2cc(-c3ccccc3OC)nc3ccccc23)c(C)n1	-3.6%	-8.1
COc1cc(CC(NC(C)=O)C(=O)NC2CCN(C(=O)c3cc(OC)c(OC)c(OC)c3)CC2)cc(OC)c1 (stereo not given)	-19.3%	20.3
CCN1CCN(C(=O)C2CCN(Cc3nc(-c4cccc(Cl)c4)oc3C)CC2)CC1	?	nt
O=C(Oc1cccc(N2C(=O)C3C4c5ccccc5C(c5ccccc54)C3C2=O)c1)c1ccco1 (stereo not given)	7.8%	-3.9
COc1ccc(OCCOCCOc2ccc(C)cc2[N+](=O)[O-])cc1	?	nt
Cc1ccc(NC(=S)N2CCCC(CO)C2)c(C)c1 (stereo not given)	-3.8%	14.9
CN(CC(=O)NNC(=O)CNC(=O)c1ccccc1Cl)S(=O)(=O)c1ccc(Cl)cc1	24.3%	-7.6
Cc1ccc(NC2SC(=O)N(Cc3cccc(C(=O)O)c3)C2=O)cc1 (stereo not given)	?	nt
CC1CN(Cc2nc3c(c(=O)n(C)c(=O)n3C)n2Cc2cccc(Cl)c2)CC(C)O1 (stereo not given)	i	nt
CCOc1cc(OCC)nc(S(C)(=O)=O)n1	?	nt
CCOc1cc(C(=O)Nc2ncccn2)cc(OCC)c1OCC	?	nt
COc1ccc(-n2nc(C(=O)NCC(=O)NCc3ccco3)c3ccccc3c2=O)cc1Cl	?	nt
CCCC1C2C(=O)N(c3ccccc3)C(=O)C2ON1c1ccccc1 (stereo not given)	?	nt
COC(=O)c1ccc(NC(=O)CSc2nnc(COc3ccc4c(c3)CCCC4)o2)cc1	?	nt
COc1ccc(S(=O)(=O)N2CCOC23CCN(S(=O)(=O)c2ccc(Cl)cc2)CC3)cc1	?	nt
NC(=O)c1ccc(OCC2CCCO2)cc1 (stereo not given)	18.9%	nt
COc1ccc(CC(=O)OCC(=O)N2CCCc3ccccc32)cc1OC	?	nt
CCOC(=O)c1cnc(SC)nc1NCCOC	?	nt
CCCNC(=O)C(Cc1ccccc1F)NC(=O)c1ccc(C#N)cc1 (stereo not given)	?	nt
COc1cc(/C=C/C(=O)c2ccc(O)cc2)ccc1OCC#N	?	nt
Cc1ccc(NC(=O)N2CCC(O)(c3cccnc3)CC2)cc1	?	nt
Cc1cc(NC(=O)CN2C(=O)N(C)C3(CCCCC3)C2=O)ccc1Br	15.4%	24.6
COc1ccc(CC(=O)N(C)Cc2ccc(Cl)cc2)cc1S(=O)(=O)N1CCOCC1	i	nt
CCN(CC)c1ccc(NC(=O)/C=C\c2ccccc2Cl)cc1	?	nt
COC(=O)c1ccccc1NC(=O)c1cnn2c(C)cc(C)nc12	-12.5%	-13.9
Cc1nc(-c2ccc(C(F)(F)F)cc2)sc1C(=O)NN	8.9%	nt
CCOc1ccc(Br)cc1S(=O)(=O)Nc1ccc(C(=O)OCC(=O)N(C)c2ccccc2)cc1	?	nt
Cc1ccc(NC(=O)C(c2ccccc2)c2ccccc2)c(O)c1	51.3%	-3.8
CC1CC(C)CN(C(=O)CCCn2c(=S)[nH]c3ccccc3c2=O)C1 (stereo not given)	?	nt
CC(C)=CCC/C(C)=C/C=N/NC(=O)c1cccc([N+](=O)[O-])c1	?	nt
CC(C)c1ccc(S(=O)(=O)Nc2ccc(SC(F)F)cc2)cc1	?	nt

Entries shown so far with a nitro group on carbon (four):
SMILES	Lipid storage S3	Lipid storage S3 cell count max
COc1cc([N+](=O)[O-])cc(/C=N/NC(=O)C(C)Nc2cccc(C)c2)c1O (stereo not given)	-12.1%	-1.0
O=C(Nc1ccc2nc3n(c(=O)c2c1)CCCCC3)c1cc([N+](=O)[O-])ccc1F	?	nt
COc1ccc(OCCOCCOc2ccc(C)cc2[N+](=O)[O-])cc1	?	nt
CC(C)=CCC/C(C)=C/C=N/NC(=O)c1cccc([N+](=O)[O-])c1	?	nt

Going on with the list.
SMILES	Lipid storage S3	Lipid storage S3 cell count max
COc1ccc(N=c2oc3ccccc3cc2C(=O)Nc2ccccn2)cc1OC	7.7%	-15.6
CN(C)S(=O)(=O)N1CCC(n2nccc2NC(=O)CCCc2ccccc2)CC1	-24.2%	nt
COc1ccc(-c2oc3ncn4nc(COc5ccccc5)nc4c3c2-c2ccc(OC)cc2)cc1	?	nt
COc1cccc(Nc2ncnc3onc(-c4ccccc4OC)c23)c1	?	nt
Cc1nc(SCC(=O)NCCc2ccccc2)nc(C)c1C	?	nt
CCOC(=O)/C(C#N)=C1\C=CN(C)C(C)=N1	i	nt
CC(C)Nc1nc(-c2ccccn2)nc(-c2ccccc2)c1C#N	-1.5%	-4.3
CCOC(=O)C1=C(C)N(C)C(=O)NC1c1cc2c(cc1[N+](=O)[O-])OCO2 (stereo not given)	-3.4%	-6.6
O=C(COc1ccccc1-c1ccccc1)c1ccccc1	1.6%	-16.9
Cc1ccc(N2CC(C(=O)Nc3nnc(SCCN4CCOCC4)s3)CC2=O)cc1C (stereo not given)	4.6%	25.0
Nn1c(Cc2ccc(F)cc2)n[nH]c1=S	?	nt
CC(C)CNC(=S)N1CCC(C(=O)c2ccc3c(c2)OCCO3)CC1	?	nt
CCc1ccc(-n2cnc3cc(C(=O)NCC(OC)OC)ccc32)cc1	1.0%	2.8
COc1ccc(NC(=O)N2CCN(c3nc4ccccc4n3C(C)C)CC2)cc1	14.6µM*	-28.6*
